# hcGAS lum = inhibitors of human cGAS. Q8N884. inhibition, % at 12.5 µM. recombinant h-cGAS, ATP depletion, Kinase-Glo luminescence. AID 1259398. hit rate 0.081% among 290,000;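 further: 0% = vehicle reaction and 100% = reaction without DNA for no activity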
# Target sequence (Q8N884 whole entry, looked up): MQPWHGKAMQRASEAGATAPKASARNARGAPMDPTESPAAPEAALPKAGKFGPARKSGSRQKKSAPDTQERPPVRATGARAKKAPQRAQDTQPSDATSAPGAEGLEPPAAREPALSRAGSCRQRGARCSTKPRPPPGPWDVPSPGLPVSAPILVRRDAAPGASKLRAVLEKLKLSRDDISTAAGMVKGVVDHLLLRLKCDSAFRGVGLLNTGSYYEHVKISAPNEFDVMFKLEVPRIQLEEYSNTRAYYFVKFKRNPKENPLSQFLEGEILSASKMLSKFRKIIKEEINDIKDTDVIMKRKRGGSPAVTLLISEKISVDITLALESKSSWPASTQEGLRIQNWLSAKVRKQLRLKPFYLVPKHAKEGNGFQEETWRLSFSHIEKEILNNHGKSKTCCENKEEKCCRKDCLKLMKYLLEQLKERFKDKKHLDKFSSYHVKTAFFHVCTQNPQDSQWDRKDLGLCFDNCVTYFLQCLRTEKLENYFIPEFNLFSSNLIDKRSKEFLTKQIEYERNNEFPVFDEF
# NPYLR7 ag = activates Aedes aegypti NPYLR7 receptor; AID 1259423; activation, % at 10 µM; HEK293T NPYLR7/Galpha15, GCaMP6s calcium fluorescence; hit rate 0.15% among 270,000; in the data active means activation above about 40%;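 further: 0% = vehicle and 100% = reference agonist at the receptor; some compounds past the cut are filed as inactive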
# mcGAS lum = mouse cGAS inhibition by luminescence. inhibition, % at 12.5 µM. recombinant cGAS, Kinase-Glo ATP depletion luminescence. hit rate 0.15% among 160,000. AID 1259399;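 further: 0% = negative control wells and 100% = reference inhibitor with no enzyme activity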
# * marks the source's active call; other numbers are inactive results; . = not tested or not shown; & = joins results of further samples. Unless noted, no stated cut-off is given here; in the data, active means inhibition above about 40%; inactive means the rest.
SMILES,hcGAS lum,NPYLR7 ag,mcGAS lum
O=C(C1CCC1)N1CCC(N(C(=O)C2CC2)C2CCOCC2)CC1,5,.,1
O=C1NCCN2CC3(CCN(C(=O)CC4CCCCC4)CC3)CC12 (stereo not given),3,.,-1
COc1ccccc1CN(Cc1cccc(C(F)(F)F)c1)Cc1nc(C(=O)N2CCN(C(C)=O)CC2)co1,-2,19,-2
CCCC(CCO)CNC(=O)c1nn(-c2ccc(F)c(F)c2)c2c1CCC2 (stereo not given),1,0,.
COc1ccc(CCNC(=O)c2ccc(Cl)cc2NS(=O)(=O)c2ccc(OC)cc2OC)cc1,-4,1,-6
O=S(=O)(Nc1ccc2cccc(Br)c2n1)c1ccc(F)c(F)c1,0,0,.
Cc1ncc(CO)c2c1Oc1nc(-c3ccccc3)nc(SCC(=O)Nc3ccccc3F)c1C2,-10,9,-7
CCOP(=O)(CCCCNC(=O)C(C)(C)Oc1ccc(CCNC(=O)c2ccc(Cl)cc2)cc1)OCC,-1,-5,1
COc1cccc(N=Nc2c(C)[nH]n(-c3nc(-c4ccc(Br)cc4)cs3)c2=O)c1,0,1,-3
Cc1nc(N(C)C2CCCCC2)ncc1C(C)NCc1cnc(N(C)C)s1 (stereo not given),-5,1,.
CCOC(=O)CNC(=O)CSc1nc2c(c(=O)n1CCc1ccccc1)SCC2,-5,3,-7
Cc1cc(Nc2ccc(SC(F)F)cc2)nc(-n2nc(C)cc2C)n1,-8,3,-7
CNCCN1C(=O)C(C)SC1c1cccc(C)c1 (stereo not given),-5,0,-7
Cc1ccc2c(=O)c(C(=O)NCCc3ccccc3F)c[nH]c2n1,-8,12,-16
CC1=C(C(=O)NCCOc2ccc(F)cc2)C(c2cccnc2)NC(=O)N1 (stereo not given),-2,7,-17
CCOc1ccc(C(=O)Nc2c(C)nc3c(C)cccn3c2=O)cc1,-15,6,.
Cc1nnsc1CN(C)Cc1cn[nH]c1C1CCCCC1,-1,5,.
CC(C)c1csc(C(=O)N2CCn3cncc3C2)n1,-9,-3,.
O=C(O)C1CCN(C(=O)C2c3ccccc3Oc3ccccc32)CC1,-12,2,.
N#CC(C=Nc1ccc(S(=O)(=O)NC(N)=O)cc1)c1nc(-c2cccs2)cs1 (stereo not given),13,-3,.
Cc1sc2nc3c(C(=O)N4CCCC4)cc(C(=O)c4ccccc4O)cn3c(=O)c2c1C,-6,7,.
c1ccc2c(c1)nc(NCCc1c[nH]c3ccccc13)c1nnnn12,-7,10,.
Cc1ccc(C(O)c2ncc(-c3ccc4ccccc4c3)[nH]2)cc1F (stereo not given),0,3,.
COCC(=O)Nc1cc(C(=O)NC(C)Cn2ccc3ccccc32)c2c(c1)nc(C1CCC1)n2C (stereo not given),-7,25,-11
COc1ccc(CCN(Cc2sccc2C)C(=O)CN(CCN2CCCC2)C(=O)NCc2ccccc2)cc1OC,-7,18,-6

# Next part:
SMILES,hcGAS lum,NPYLR7 ag,mcGAS lum
CC1Sc2ccccc2N(Cc2ccccc2C#N)C1=O (stereo not given),0,3,.
O=C(c1ccco1)N1CCC(CCc2ccc(-c3ccccc3)cc2)CC1,-2,7,-7
Cc1cc(C)cc(N2C(=O)CSC2c2ccc(Cl)cc2)c1 (stereo not given),2,-4,.
COc1ccc(-n2nnc3c(=O)n(Cc4ccccc4Cl)cnc32)cc1OC,-5,0,-8
CCN(C(=O)c1cc2c(=O)n(C)c(=O)n(C)c2s1)c1ccccc1C,-7,2,-11
CCN(CC)C(=O)Oc1ccc2c(ccn2Cc2cc(OC)cc(OC)c2)c1-c1ccc(OC)c(OC)c1,-3,14,-6
CSc1nc(N2CCOCC2)c2cnn(CCNC(=O)CCc3ccccc3)c2n1,5,2,-7
COc1ccc(OCCNc2ccccc2-c2nn[nH]n2)cc1,-2,0,.
CCNC(=O)N(Cc1ccc(F)cc1)Cc1cc(NC(=O)c2ccco2)ccc1N(C)C,1,-19,-1
CCSCCNC(=O)c1sc2c(Cl)c(Cl)ccc2c1Cl,1,3,-2
CCOCCCN(CC(=O)N(Cc1ccccc1)Cc1ccc(C)s1)C(=O)c1ccc(C(C)(C)C)cc1,-1,-4,-3
COc1ccccc1N1CCn2c1nc1c2c(=O)[nH]c(=O)n1C,-3,11,.
Cc1nc2c(-c3ccccc3)cnn2c(N2CCCC2)c1C,-12,4,-10
CC(Nc1snc(Cl)c1C#N)C(=O)Nc1ccccc1 (stereo not given),-7&-8,-5&11,.
CCCCNC(=O)N1CCN(C(=O)CCN2CCc3sccc3C2c2ccccc2)CC1C (stereo not given),-4,14,-4
COc1cc(NC(=O)N2CC(=O)N3CCc4c(F)cccc4C3C2)cc(OC)c1OC (stereo not given),-7,43*,-8
CC1(C)Cc2ccccc2C(NN=C2CCCC2)=N1,-14,5,-8
COc1ccccc1C(C)N(C)Cc1cn[nH]c1-c1ccc(C)c(C)c1 (stereo not given),-8,.,-11
CCOc1ccc(-c2cc3c(=O)n(CC(=O)NCCc4ccccc4)ccn3n2)cc1,-1,26,-5
COc1ccc(/C=C/C(=O)NCCSc2ncc(-c3ccccc3)[nH]2)cc1OC,-7,1,-8
Cc1ccc(Nc2cc(C)nc3c4c(C)cc(C)nc4nn23)cc1,-4,2,-9
CC(=O)c1cccc(OCC(=O)NC(c2ccccc2)C2CC2)c1 (stereo not given),0,-6,.
COc1ccc(C)cc1-n1nnnc1SCCn1c(C)csc1=O,-9,15,-15
COc1ccc(CCNC(=O)c2cc(Br)ccc2NS(=O)(=O)c2ccc(OC)cc2OC)cc1,-1,21,-5
CCOc1ccc(OCCCOc2ccccc2OC)cc1,1,2,.

# Shown as labelled records: entries from further up.
COc1ccccc1N1CCn2c1nc1c2c(=O)[nH]c(=O)n1C
  hcGAS lum: -3	NPYLR7 ag: 11	mcGAS lum: .

Cc1nc2c(-c3ccccc3)cnn2c(N2CCCC2)c1C
  hcGAS lum: -12	NPYLR7 ag: 4	mcGAS lum: -10

# Of the compounds above, these have an aryl thioether with sulfur outside any ring.
SMILES,hcGAS lum,NPYLR7 ag,mcGAS lum
Cc1ncc(CO)c2c1Oc1nc(-c3ccccc3)nc(SCC(=O)Nc3ccccc3F)c1C2,-10,9,-7
CCOC(=O)CNC(=O)CSc1nc2c(c(=O)n1CCc1ccccc1)SCC2,-5,3,-7
Cc1cc(Nc2ccc(SC(F)F)cc2)nc(-n2nc(C)cc2C)n1,-8,3,-7
CSc1nc(N2CCOCC2)c2cnn(CCNC(=O)CCc3ccccc3)c2n1,5,2,-7
COc1ccc(/C=C/C(=O)NCCSc2ncc(-c3ccccc3)[nH]2)cc1OC,-7,1,-8
COc1ccc(C)cc1-n1nnnc1SCCn1c(C)csc1=O,-9,15,-15

# Going on with the list:
SMILES,hcGAS lum,NPYLR7 ag,mcGAS lum
O=C(/C=C/c1cccs1)N(Cc1ccccn1)c1nc2c(F)cccc2s1,-5,1,-10
COc1ccc(-c2cccc(-c3cccc(NC(=O)Cc4ccc(F)cc4)c3)n2)cc1,-9,15,-7
Cc1csc(-c2cc3ccc(O)c(CN4CCN(CCO)CC4)c3oc2=O)n1,-3,69*,.
COc1ccc(CC2NC(=O)c3cnc(-c4cccc(C)c4)nc32)cc1 (stereo not given),-1,4,.
COC(=O)c1ccccc1NC(=O)CSc1nccn2nc(-c3cccc4ccccc34)cc12,-1,-3,0
Cc1ccc(S(=O)(=O)N(C)C(=O)NC(=O)Nc2ccc(S(=O)(=O)Nc3nc(C)cc(C)n3)cc2)cc1,2,-16,2
COC[C@H](Cc1ccccc1)NC(=O)C1CC1(c1ccccc1)c1ccccc1 (stereo not given in full),-1,-8,-3
COCCN(Cc1ccc(OC)cc1)c1c(C)nc2ccc(C(=O)Nc3cccc(OCC(=O)N(C)C)c3)cn12,-9,-3,-2
Cc1ccc(-c2cc3c(=O)n(CC(=O)Nc4cc(F)ccc4F)ncn3n2)cc1C,-4,-7,-8
CC(C)(C)c1nc2cc(Cl)c([N+](=O)[O-])cc2o1,-5,25,.
CC(C)(C)c1ncc2c(n1)CN(C(=O)c1ccc(-n3cnnn3)cc1)C2,-9,2,.
CCN(CC)S(=O)(=O)c1cc(C)cc(S(=O)(=O)c2ccc(Cl)cc2)c1C,-5,-5,.
Cc1cccc(CSCc2csc(Cc3ccc4c(c3)OCO4)n2)c1,-5,24,-5
CCCCN1CCN(C(=O)C2CCc3nc(N4CCN(C(C)=O)CC4)sc3C2)CC1 (stereo not given),-13,.,-5
CN(C)CCN(C)C1CCCN(C(=O)c2cnc3c(c2)nnn3C)C1 (stereo not given),-6,5,-12
COCCn1c(CN(Cc2ccccc2)Cc2ccccc2)nc2c1c(=O)n(C)c(=O)n2C,-2,-7,.
CCCC1(C2CCN(C(=O)[C@H]3C[C@@H]4C=C[C@H]3C4)CC2)NC(=O)N(CCc2cccs2)C1=O (stereo not given in full),-3,31,-9
O=C(c1ccc(CSc2nc(-c3ccccc3)cc(N3CCN(c4cccc(C(F)(F)F)c4)CC3)n2)cc1)N1CCOCC1,-2,3,-3
CSc1sc(NC(=O)Cn2cc(C)cn2)nc1C,-5,5,-19
CC(c1ccc(F)c(F)c1)N(C)CCN1C(=O)c2ccccc2C1=O (stereo not given),-5,0,-13
CCC(C)C(NC(=O)Nc1ccc(SC)cc1)C(=O)Nc1nnc(-c2ccc(C)cc2)s1 (stereo not given),-5,26,-5
CN(CC1OCCO1)C(=O)c1cccnc1Oc1ccc(Cl)cc1,-2,0,-3
O=S(=O)(NCc1ccccc1)N1CCC(Oc2ccncc2)CC1,-5,5,.
C=CCN(CC=C)C(=O)CSc1nnc(-c2ccc(OC)cc2)n1C1CCCCC1,-2,.,-7
Cc1ccc(C(=O)N2CCCN(C)C3(CCN(C)CC3)C2)c2ccccc12,-5,21,-11

# Full records, quoted from the list:
# Entry for C=CCN(CC=C)C(=O)CSc1nnc(-c2ccc(OC)cc2)n1C1CCCCC1 : hcGAS lum = -2; NPYLR7 ag = .; mcGAS lum = -7
# Entry for CC(C)(C)c1nc2cc(Cl)c([N+](=O)[O-])cc2o1 : hcGAS lum = -5; NPYLR7 ag = 25; mcGAS lum = .

# Other compounds
SMILES,hcGAS lum,NPYLR7 ag,mcGAS lum
COc1cccc(NC(=O)Cn2nc(C3CC3)c3cnn(-c4ccccc4C)c3c2=O)c1,-4,0,.
CC(C)c1nc(C(C)NC(=O)c2ccc3[nH]c(=O)[nH]c3c2)cs1 (stereo not given),-16,4,.
CCOC1CC(N(C)C(=O)c2cnc[nH]2)C1(CC)CC (stereo not given),-11,9,.
Cc1ccc(C=C(C#N)C(=N)C(C#N)C#N)s1,-7,19,.
c1ccc2oc(-c3csc(Cc4nnc5n4CCCCC5)n3)cc2c1,0,-7,.
O=C(Cn1c2ccccc2c(=O)c2ccccc21)NCCCN1CCOCC1,-2,-1,.
N#CCC1=NNC2(O1)C(=O)Nc1ccccc12 (stereo not given),7,-6,.
COc1ccc(CCN(Cc2ccco2)C(=O)CN(C(C)C)S(=O)(=O)c2cccc3cccnc23)cc1OC,-7,1,-5
Cc1ccccc1SCC(=O)N1[C@@H]2CC[C@H]1CNC(=O)C2,-6,-4,.
COc1cccc(CN(Cc2ccccc2)Cc2cccn2Cc2cccc(C(F)(F)F)c2)c1,-3,0,-5
Cc1ccc(C2(O)CCN(C(=O)CCc3n[nH]c4c3CCCC4)CC2)nc1,-2,4,-13
CCc1ccc(-c2noc(CSc3nnnn3C3CC3)n2)cc1,-4,-1,-5
c1ccc(-c2nn3c(CN4CCOCC4)nnc3c3ccccc23)cc1,-7,19,.
COc1ccc(CC(=O)NCc2cc(-c3cc4ccccc4o3)on2)cc1,-12,1,-8
Cc1ccc(Cc2nc(CSc3ccccn3)cs2)cc1,3,3,0
N#CCSc1nnnn1-c1ccccc1,-3,-10,.
CCCCSc1nc2c(c(=O)[nH]c(=O)n2C)n1CCC(C)C,-11,24,.
Cn1c(C(=O)NCCN)cc(Br)c1Br,2,-1,.
Cc1ccccc1-c1onc(C)c1C(=O)NCc1ccc(C(F)(F)F)cc1,-8,4,-6
C=c1ccccc1=c1[nH]/c(=C/c2ccc3c(c2)OCO3)c(=O)o1,0,2,.
Cc1ccc2nc(CSc3nnc(NC4CC4)s3)cc(=O)n2c1,4,2,.
CCOC(=O)c1c[nH]n2c(=O)cc(CN(CC(O)COc3cccc4ccccc34)C(C)C)nc12 (stereo not given),8,-1,.
COc1ccccc1C1SCC(=O)N1CCC(=O)NCc1ccc(F)cc1 (stereo not given),-8,-2,-8
NC1=NC2(CCSC2)n2c(nc3cc4c(cc32)OCCCO4)N1 (stereo not given),-9,5,.
O=C1NC(=S)NC(=O)C1=Cc1ccc(OCCBr)cc1,-3,-11,-2
C=C(C)CC(C)=NNc1ccc([N+](=O)[O-])cc1[N+](=O)[O-],6,24,.

# This is a random part of the collection, and some 0.29% of all compounds hit somewhere here.
